Bioassay records from PubChem.
GSK3B inh = inhibitors of human GSK3beta kinase. P49841. activity score (negative = inhibition), % at 10 µM. AID 2097. GST-GSK3beta kinase, ADP-Glo luminescence, 60 min; stronger effect = lower value. hit rate 0.038% among 300,000;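 active means more than half of replicate wells score below -50%, meaning over 50% inhibition versus plate controls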;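 further: 0% = median DMSO wells and -100% = median GW8510 positive control wells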
Target sequence (P49841 whole entry, looked up): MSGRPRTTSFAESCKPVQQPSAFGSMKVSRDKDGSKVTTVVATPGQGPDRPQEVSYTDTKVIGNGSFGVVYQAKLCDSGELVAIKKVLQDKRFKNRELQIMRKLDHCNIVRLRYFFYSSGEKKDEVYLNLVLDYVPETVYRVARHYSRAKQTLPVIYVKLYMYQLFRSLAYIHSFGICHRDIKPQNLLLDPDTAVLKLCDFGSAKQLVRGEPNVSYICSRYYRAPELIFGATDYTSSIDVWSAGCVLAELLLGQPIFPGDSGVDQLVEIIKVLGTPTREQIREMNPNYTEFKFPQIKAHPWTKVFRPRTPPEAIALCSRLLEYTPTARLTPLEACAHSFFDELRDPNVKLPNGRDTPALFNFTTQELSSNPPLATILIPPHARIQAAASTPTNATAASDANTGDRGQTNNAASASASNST
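test system = GST-tagged human GSK3beta kinase, cell-free | reagent = 25 µM ATP with peptide substrate | dosing = one dose of 10 µM per compound | schedule = 60 min reaction, RT | detection = luminescent ADP-Glo measurement of ADP formed | control set = DMSO neutral wells and GW8510 at 20 µM as positive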
HSF1 activator = increases HSF-1 driven luciferase reporter signal | NIH3T3-HGL HSF-1 luciferase reporter, MG132, 8 h; 100% = twice DMSO control signal | activation, % at 9 µM | hit rate 1.7% among 300,000 | AID 504408;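 active means mean replicate activation of at least 50% with a set share of replicates each reaching 50%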;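 further: 0% = median of the neutral control wells and 100% = twice that signal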
KLF5 inhibitor = inhibitors of KLF5 expression | DLD-1 KLF5 promoter-luciferase reporter, luminescence | inhibition, % at 5 µM | hit rate 0.23% among 290,000 | AID 1700;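 active means inhibition above a per-plate limit of that plate's mean compound inhibition plus 3 SD, cut at about 60% in these data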;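 further: 0% = DMSO wells and 100% = LY294002 at 200 µM; higher means less KLF5 promoter-driven luciferase light; inactives centre near -14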
AI-2 QS modul = modulators of Vibrio harveyi AI-2 quorum sensing system; Vibrio harveyi JMH597 AI-2 luminescence/OD600 ratio, 9 h; stronger effect = lower value; strain lacks LuxN and CqsS sensors; 0 = neutral-control median; activity change, % at 7.5 µM; hit rate 0.4% among 300,000; AID 2094; in the data active means activity change below about -75%, passing the limit was not always enough;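 further: luminescence divided by OD600 gain over 9 h not by final OD600 alone; inactives centre near 13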
aSyn 5UTR inh = MLPCN primary screen, SNCA 5' untranslated region | alpha-synuclein 5'UTR reporter, inhibitor activity | inhibition, % (tested at 7.5 µM) | hit rate 0.82% among 300,000 | AID 1813; in the data active means inhibition above about 60%;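 further: H4 neuroglioblastoma cells stably carrying SNCA 5'UTR luciferase fusion; 0% = DMSO wells and 100% = positive control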
HSF1 inh = HSF1 inhibition; NIH3T3-HGL HSE-luciferase, MG132-induced, luminescence 8 h; stronger effect = lower value; activity change, negative = inhibition, % at 7.5 µM (by protocol); hit rate 0.77% among 300,000; AID 2098;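 active means more than half of replicate wells show activity change below -50%, luminescence cut by over half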;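 further: luciferase reports HSF-1 transcriptional activity via heat shock element; 0% = median of DMSO wells and -100% = zero luminescence signal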
PolyA inhibitor = inhibitors of polyadenylation in S. cerevisiae. S. cerevisiae SKY197-pL101 polyadenylation reporter, beta-gal luminescence; efflux-impaired pdr1/pdr3 knockout yeast; score 100 = 6 SD above DMSO. calls only at 12 µM. hit rate 0.02% among 300,000. AID 1875;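 active means lowest replicate activity score at least 50, where 100 means six control SD above control mean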;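 further: yeast exposed to compound for 9 h at 30 °C; higher score means more reporter readthrough which indicates perturbed polyadenylation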
IEC-6 tox = IEC-6 cytotoxicity, counter-screen for KLF5 inhibitors; inhibition, % at 5 µM; AID 1825; hit rate 0.78% among 290,000; luminescence viability; in the data active means inhibition above about 22%;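 further: 0% = plate median of test compound wells and 100% = cytotoxic reference compound wells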
GSK3A inh = human GSK-3 alpha kinase inhibition. ADP-Glo luminescence, 60 min. inhibition, % at 10 µM. hit rate 0.1% among 320,000;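 in the data active means inhibition above about 50%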;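 further: GST-tagged GSK-3 alpha with peptide substrate and 25 µM ATP; 0% = DMSO neutral wells and 100% = GW8510 positive control wells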
Target sequence (P49840 whole entry, looked up): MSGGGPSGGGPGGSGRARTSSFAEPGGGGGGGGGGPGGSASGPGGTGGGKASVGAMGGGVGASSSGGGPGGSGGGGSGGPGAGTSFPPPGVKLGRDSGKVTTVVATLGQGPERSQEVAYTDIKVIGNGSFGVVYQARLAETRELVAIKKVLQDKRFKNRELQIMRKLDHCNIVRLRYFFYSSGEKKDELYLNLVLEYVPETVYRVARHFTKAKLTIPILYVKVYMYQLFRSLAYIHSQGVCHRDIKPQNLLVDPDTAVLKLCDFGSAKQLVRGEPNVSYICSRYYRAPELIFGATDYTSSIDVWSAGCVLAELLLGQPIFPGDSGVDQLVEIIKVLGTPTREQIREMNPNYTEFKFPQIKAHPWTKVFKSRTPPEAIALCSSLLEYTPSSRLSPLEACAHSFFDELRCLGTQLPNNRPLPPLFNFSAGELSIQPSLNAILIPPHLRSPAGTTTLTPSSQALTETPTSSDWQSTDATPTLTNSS
HSP90 refold inh = inhibitors of HSP90 luciferase refolding in rabbit reticulocyte lysate. luciferase refolding luminescence, 3 h. inhibition, % at 5.6 µM. hit rate 0.91% among 290,000. AID 1789;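 active means inhibition above the screen-wide mean plus 3 SD, computed separately per campaign, cut at about 16% in these data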;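 further: 0% = DMSO wells and 100% = 60 µM geldanamycin wells; inhibitors lower the luminescence because luciferase stays unfolded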
* marks the source's active call; other numbers are inactive results; i = inactive; . = not tested or not shown.

1: O=C1OC(N2CCN(Cc3ccccc3)CC2)c2ccccc21 (stereo unspecified)
2: Cc1cc(C)cc(NC(=O)CSc2nnc(-c3ccccc3Br)o2)c1
3: O=C(CCn1nnc2ccccc2c1=O)NCC1CCC(C(=O)O)CC1 (stereo unspecified)
4: COc1ccc(NCc2nnc(SCc3ccc(Cl)cc3)n2-c2ccccc2)cc1
5: CCN1CCCC1CNC(=O)c1ccc2c(c1)NC(=O)/C(=C\c1ccc(C)cc1)S2 (stereo unspecified)
6: CCn1nc(C)c(CN2CCCC(CO)(Cc3ccccc3)C2)c1C (stereo unspecified)

compound no.	1	2	3	4	5	6
GSK3B inh	4	3	1	3	-6	3
HSF1 activator	-1	31	5	5	-3	-5
KLF5 inhibitor	-7	0	-6	-8	5	-15
AI-2 QS modul	29	18	29	11	18	17
aSyn 5UTR inh	8	-67	-11	53	74*	-21
HSF1 inh	0	16	3	-8	0	-3
PolyA inhibitor	i	i	i	i	i	i
IEC-6 tox	1	2	-7	1	-4	2
GSK3A inh	-1	-2	-1	1	9	0
HSP90 refold inh	5	-2	-4	-1	-6	1

7: O=C1N=c2ccccc2=C1c1[nH]c(=S)[nH]c1O
8: O=C(Nc1cc2c(oc1=O)CCCC2=O)c1ccccc1
9: C1CSC2(N1)C1CC3CC(C1)CC2C3 (stereo unspecified)
10: Cc1ccc(NC(=O)C2CCCN(c3ncnc4c3nc3n4CCCCC3)C2)nc1 (stereo unspecified)
11: O=C(CN1CCOc2ccccc21)NCc1ccc(Cl)cc1
12: CC(=O)Nc1ccc(NC(=O)c2cccc3c2-c2ccccc2C3=O)cc1

compound no.	7	8	9	10	11	12
GSK3B inh	-1	1	-2	0	-4	2
HSF1 activator	36	11	4	0	13	15
KLF5 inhibitor	7	-20	16	-10	-6	-24
AI-2 QS modul	17	16	21	5	6	14
aSyn 5UTR inh	-21	-40	1	-19	-8	-44
HSF1 inh	3	0	-11	-7	10	2
PolyA inhibitor	i	i	i	i	i	i
IEC-6 tox	0	0	-13	-1	-6	-1
GSK3A inh	9	0	0	1	.	-1
HSP90 refold inh	3	0	-7	-2	1	-9

13: CCOC(=O)C1=C(c2ccccc2)NC(N)=NC1c1ccc(OCc2ccc(Cl)cc2)c(OC)c1 (stereo unspecified)
14: COC(=O)Nc1ccc(S(=O)(=O)N2CCCC(C(=O)N3CCC(C)CC3)C2)cc1 (stereo unspecified)
15: CCCN1CCN(C(=O)CCn2c(=O)c3cccn3c3cccnc32)CC1
16: CCNC(=O)CC1C(=O)N(c2ccccc2)C(=O)N1CCc1ccc(OC)c(OC)c1 (stereo unspecified)
17: CCCCc1nnc(NC(=O)CSc2nc(C)cc(=O)[nH]2)s1
18: Cc1ccccc1-n1c(CSC(=N)N)nc2ccccc2c1=O

compound no.	13	14	15	16	17	18
GSK3B inh	-1	-1	-4	2	0	-4
HSF1 activator	71*	-5	-3	-21	16	-8
KLF5 inhibitor	-5	2	-63	-30	-22	-48
AI-2 QS modul	26	-1	20	28	35	5
aSyn 5UTR inh	-19	-5	1	-16	4	-38
HSF1 inh	38	3	-7	-10	1	-8
PolyA inhibitor	i	i	i	i	i	i
IEC-6 tox	-2	-8	-5	-2	-3	-2
GSK3A inh	1	4	-4	3	.	-2
HSP90 refold inh	8	4	-3	-1	-2	2

19: CC1=NN(C(=O)c2cc(C)nn2C)C(O)(C(F)(F)F)C1 (stereo unspecified)
20: CCn1c(=O)c2c(nc3n2CCCN3CCc2ccc(OC)c(OC)c2)n(C)c1=O
21: Cc1cccc(-n2c(=O)c3c(n4cnnc24)-c2ccccc2CC32CCCCC2)c1
22: COc1ccc(-c2cc(C(F)(F)F)c(C#N)c(SCC(=O)O)n2)cc1OC
23: COC(=O)C1=C(C)NC(=O)CC1c1ccc(C(=O)OC)cc1 (stereo unspecified)
24: CCOC(=O)N1CCC(NC(=O)C2CCN(S(=O)(=O)c3ccc4c(c3)oc(=O)n4C)CC2)CC1

compound no.	19	20	21	22	23	24
GSK3B inh	-1	1	1	-9	4	4
HSF1 activator	-4	0	-1	-1	-7	3
KLF5 inhibitor	-10	-32	-16	24	-16	-44
AI-2 QS modul	10	-1	-15	-3	24	13
aSyn 5UTR inh	-3	-2	7	-40	-2	-18
HSF1 inh	3	-2	-1	-4	-7	-2
PolyA inhibitor	i	i	i	i	i	i
IEC-6 tox	3	-2	-3	-5	7	-1
GSK3A inh	-1	-1	0	3	-5	-1
HSP90 refold inh	-4	6	-2	14	-1	2

25: CCN(CC)C(=O)CSc1nc2ccc(NC(=O)CSc3nnc(N)s3)cc2s1
26: CC(=O)Nc1cccc(NC(=O)C2CC(=O)N(c3ccc(C)cc3)C2)c1 (stereo unspecified)
27: CC(C)c1onc(C(=O)N2CCN(C(c3ccccc3)c3ccccc3)CC2)c1[N+](=O)[O-]
28: O=C(O)c1ccc(/C=N/NC(=O)c2ccc(F)cc2)cc1
29: Cc1nc2ccccc2n1CC(=O)OCC(=O)NCc1ccccc1
30: COc1ccc(-c2c(C)c3ccc(O)cc3oc2=O)cc1

compound no.	25	26	27	28	29	30
GSK3B inh	1	2	-1	2	0	2
HSF1 activator	2	1	-62	-1	-5	21
KLF5 inhibitor	-38	-14	-3	3	-29	-102
AI-2 QS modul	32	29	16	18	24	1
aSyn 5UTR inh	15	-3	-11	-2	6	-97
HSF1 inh	-15	4	-57*	2	-8	7
PolyA inhibitor	i	i	i	i	i	i
IEC-6 tox	1	6	1	1	9	1
GSK3A inh	-5	-1	.	.	2	8
HSP90 refold inh	0	3	6	3	0	-9

31: Cc1nnc2sc(SCc3ccc(Br)cc3)nn2c1=O
32: Cc1ccc(S(=O)(=O)N(C)C)cc1-n1c(SCC(=O)Nc2ccc(F)cc2Cl)nc2ccccc2c1=O
33: Cc1ccc(S(=O)(=O)N(C)C)cc1NC(=O)C(C)NC(C)c1cccs1 (stereo unspecified)
34: O=C(N/N=C/c1cccc(O)c1)c1ccc(COc2ccccc2Br)cc1
35: Cc1cc2c(cc1C)[n+](C)cn2CC(O)COCc1ccccc1 (stereo unspecified)
36: O=C(N/N=C/C=C/c1cccc([N+](=O)[O-])c1)C(O)c1ccccc1 (stereo unspecified)

compound no.	31	32	33	34	35	36
GSK3B inh	3	-2	-6	3	3	-1
HSF1 activator	15	0	-3	44	20	-2
KLF5 inhibitor	-28	18	-3	8	-12	-67
AI-2 QS modul	6	13	-1	36	-8	14
aSyn 5UTR inh	-23	25	5	-32	-3	24
HSF1 inh	13	5	0	23	-7	-10
PolyA inhibitor	i	i	i	i	i	i
IEC-6 tox	2	-2	-14	1	-11	0
GSK3A inh	-3	-5	1	-2	2	-1
HSP90 refold inh	3	1	0	-10	-2	0

37: CC(=O)Nc1ccc(S(=O)(=O)N2CCN(CCC#N)CC2)cc1
38: COC(=O)C(NC(C)=O)(Nc1sc2c(c1C(N)=O)CCCC2)C(F)(F)F (stereo unspecified)
39: O=C(CCCn1c(=O)[nH]c2cc(Cl)ccc2c1=O)NCCCN1CCCC1=O
40: Cc1ccc(-c2nnn(CC(=O)N(Cc3ccco3)C(C(=O)NC(C)(C)C)c3ccncc3)n2)o1 (stereo unspecified)
41: Cc1nnc(SC(C)C(=O)Nc2ncc(Cl)cc2Cl)n1Cc1ccccc1 (stereo unspecified)
42: CCc1ccc(CN2CCC(n3nccc3NC(=O)c3ccccc3)CC2)o1

compound no.	37	38	39	40	41	42
GSK3B inh	-1	0	0	0	3	-4
HSF1 activator	2	-4	0	10	-2	6
KLF5 inhibitor	6	-42	-21	-19	-2	-16
AI-2 QS modul	16	7	25	14	12	-16
aSyn 5UTR inh	16	4	21	-21	7	-14
HSF1 inh	-2	-16	-5	3	6	-5
PolyA inhibitor	i	i	i	i	i	i
IEC-6 tox	-4	3	-4	-4	-1	2
GSK3A inh	1	-1	-2	0	1	-1
HSP90 refold inh	-2	3	0	-1	1	2

43: Cc1ccc(-c2nc(Nc3ccc(O)cc3)c3ccccc3n2)cc1
44: O=C(NC1CCCC1)C(c1ccc(Cl)cc1)N(C(=O)c1csnn1)C1CC1 (stereo unspecified)
45: Cc1ccc(C)c(S(=O)(=O)N2CCN(C(=O)c3sccc3C)CC2)c1
46: O=C(/C=C/c1ccccc1)Nc1ccc2c(c1)OCCO2
47: COC(=O)CSc1nc(NC(C)C)nc(N(C)C)n1
48: CCCc1[nH]nc2c1C(/C(C)=C/c1ccccc1)C(C#N)=C(N)O2 (stereo unspecified)

compound no.	43	44	45	46	47	48
GSK3B inh	2	.	0	-1	2	-1
HSF1 activator	23	1	-12	20	5	38
KLF5 inhibitor	-30	2	.	-51	19	26
AI-2 QS modul	27	.	14	23	-2	10
aSyn 5UTR inh	-29	-3	2	55	-7	13
HSF1 inh	7	0	-3	5	10	14
PolyA inhibitor	i	i	i	i	i	i
IEC-6 tox	5	5	.	0	4	-4
GSK3A inh	5	-3	-1	-1	0	4
HSP90 refold inh	-5	-1	.	32*	-1	-3

By substructure, the entries above containing fluorine (five)
19: CC1=NN(C(=O)c2cc(C)nn2C)C(O)(C(F)(F)F)C1 (stereo unspecified)
22: COc1ccc(-c2cc(C(F)(F)F)c(C#N)c(SCC(=O)O)n2)cc1OC
28: O=C(O)c1ccc(/C=N/NC(=O)c2ccc(F)cc2)cc1
32: Cc1ccc(S(=O)(=O)N(C)C)cc1-n1c(SCC(=O)Nc2ccc(F)cc2Cl)nc2ccccc2c1=O
38: COC(=O)C(NC(C)=O)(Nc1sc2c(c1C(N)=O)CCCC2)C(F)(F)F (stereo unspecified)

compound no.	19	22	28	32	38
GSK3B inh	-1	-9	2	-2	0
HSF1 activator	-4	-1	-1	0	-4
KLF5 inhibitor	-10	24	3	18	-42
AI-2 QS modul	10	-3	18	13	7
aSyn 5UTR inh	-3	-40	-2	25	4
HSF1 inh	3	-4	2	5	-16
PolyA inhibitor	i	i	i	i	i
IEC-6 tox	3	-5	1	-2	3
GSK3A inh	-1	3	.	-5	-1
HSP90 refold inh	-4	14	3	1	3

More entries.
49: COC(=O)C(Cc1cccc(C)n1)(c1ccccc1)c1ccccc1
50: Cc1c(NC(=O)C(C)Oc2ccccc2F)c(=O)n(-c2ccccc2)n1C (stereo unspecified)
51: COc1ccc(NC(=O)CN(C)C(=O)c2cc(S(=O)(=O)N3CCCCCC3)ccc2OC)cc1
52: CCN1CCc2c(C#N)c(N3CCOCC3)nc(NCCO)c2C1
53: C=CCn1c2ccccc2c2nnc(SCC(N)=O)nc21
54: O=C(NC(Nc1ncccn1)C(=O)c1ccccc1)c1ccccc1 (stereo unspecified)

compound no.	49	50	51	52	53	54
GSK3B inh	9	-3	1	-18	-6	1
HSF1 activator	15	-4	5	2	-26	-14
KLF5 inhibitor	5	5	.	-9	-32	-17
AI-2 QS modul	0	29	26	13	10	10
aSyn 5UTR inh	22	15	8	2	24	-5
HSF1 inh	0	-1	0	-7	-6	2
PolyA inhibitor	i	i	i	i	i	i
IEC-6 tox	3	0	.	3	0	5
GSK3A inh	-1	-2	0	28	5	1
HSP90 refold inh	3	2	.	1	-5	7

This is a subset. The share of hits here may be higher or lower than overall.
